High-throughput results as filed in PubChem.
PABP1 MLLE inh = inhibitors of microRNA-mediated deadenylation, human PABP1 MLLE binding. 360,000 compounds, 0.36% hits. P11940. inhibition, % at 20 µM. GST-MLLE / FITC-PAM2 fluorescence polarization; in the data active = inhibition above about 35%, passing the limit was not always enough;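 also: plate controls were DMSO wells with GST-MLLE for no effect and wells lacking GST-MLLE protein for full effect; some results filed as inactive read as strong as hits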
FAS TE block = inhibitors of human fatty acid synthase thioesterase domain | inhibition, % at 15 µM | recombinant FAS-TE, OMFH fluorogenic substrate, fluorescence endpoint | 360,000 compounds, 0.67% hits;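 active = compounds whose normalised, plate-corrected inhibition of enzyme fluorescence in the single-dose primary screen is 50% or more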;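 also: 0% = DMSO with enzyme and 100% = substrate without enzyme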
Tb MetRS inh = Trypanosoma brucei MetRS inhibition; inhibition, % at 11.9 µM; 360,000 compounds, 0.4% hits; purified T. brucei MetRS, ATP depletion, Kinase-Glo luminescence;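 active = inhibition above a per-plate cutoff of the control wells' mean inhibition plus 3 SD, cut at about 5.5% in these data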;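 also: 0% = DMSO wells median and 100% = median of wells with control inhibitor compound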
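Assay system: T. brucei methionyl-tRNA synthetase, purified | Medium: HEPES buffer with MgCl2, KCl, DTT, spermine, BSA, pyrophosphatase | Compound: 11.9 µM single point | Incubation: 15 min enzyme-compound preincubation, 2 h reaction, 10 min detection, 25 °C | Measured by: Kinase-Glo luciferase luminescence reporting remaining unconsumed ATP | Measure: % inhibition normalized to control-well medians | Replication: Singlicate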
Neddylation inh = inhibitors of human cullin neddylation | P61081+Q13564 | TR-FRET cullin neddylation, biochemical | calls only at 25 µM | 360,000 compounds, 0.58% hits | AID 651699; in the data active = inhibition above about 36%
MsrA inh = inhibitors of bovine MsrA. purified bovine MsrA, absorbance read-out. inhibition, % at 15.5 µM. 360,000 compounds, 0.75% hits; in the data active = inhibition above about 4.5%;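 also: 0% = vehicle wells with enzyme and 100% = reference inhibitor wells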
Rin1-Abl PPI inh = inhibitors of human Rin1-Abl protein interaction; 360,000 compounds, 0.4% hits; TR-FRET Rin1/Abl binding, biochemical; inhibition, % at 7.35 µM; in the data active = inhibition above about 5%, passing the limit was not always enough
E coli Lon inh = inhibitors of E. coli Lon protease; 360,000 compounds, 0.42% hits; inhibition, % at 7.94 µM; purified E. coli Lon protease, fluorescence polarization; P0A9M0; in the data active = inhibition above about 13%, passing the limit was not always enough;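 also: 0% = enzyme with probe and DMSO and 100% = no enzyme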
CSN deneddyl inh = inhibitors of human CSN-mediated cullin deneddylation; Purified CSN, SCF-Nedd8-OG deneddylation, fluorescence polarization; inhibition, % at 12.5 µM; 360,000 compounds, 0.38% hits; AID 651999;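 active = pattern-corrected inhibition above about 35%, with an unprinted fluorescence ratio check between 0.5 and 1.5, limit read from the data, passing the limit was not always enough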;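 also: 0% = enzyme with substrate and 100% = substrate without enzyme; some results filed as inactive read as strong as hits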
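Assay system: HEK293T-derived human Csn5 enzyme; quantity: 0.24 nM enzyme; medium: Tris/NaCl/DTT buffer, pH 7.5; also added: substrate SCFSkp2-Nedd8OG, 10 nM; doses: 12.5 µM compound; schedule: 90 min reaction at room temperature; signal: FP; read-out: % inhibition of substrate cleavage by Csn5; benchmarks: substrate-only high control, full reaction low control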
MsrA act = bovine methionine sulfoxide reductase A activation. 360,000 compounds, 0.3% hits. activation, % at 10.6 µM. purified bovine MsrA, absorbance read-out; in the data active = activation above about 7.5%;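 also: 0% = vehicle and 100% = reference activator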
Starred values were filed as active, the others as inactive; i = inactive; x = no result given; + = active, no number.

Start of the data: the first two compounds as a preview:
SMILES	PABP1 MLLE inh	FAS TE block	Tb MetRS inh	Neddylation inh	MsrA inh	Rin1-Abl PPI inh	E coli Lon inh	CSN deneddyl inh	MsrA act
O=C(O)CCCn1cc(NC(=O)c2ccc(F)cc2)cn1	-6	-3	0.4	i	-1.3	0	-1	1	-2
CCOC(=O)[C@]12CCCC=C1N(Cc1ccc3c(c1)OCO3)C(=O)[C@H](CC(=O)N1CCC(c3ccccc3)CC1)C2	x	19	-0.3	i	-1.6	x	-2	-7	-1

All compounds of this part, previewed entries included:
SMILES	PABP1 MLLE inh	FAS TE block	Tb MetRS inh	Neddylation inh	MsrA inh	Rin1-Abl PPI inh	E coli Lon inh	CSN deneddyl inh	MsrA act
O=C(O)CCCn1cc(NC(=O)c2ccc(F)cc2)cn1	-6	-3	0.4	i	-1.3	0	-1	1	-2
CCOC(=O)[C@]12CCCC=C1N(Cc1ccc3c(c1)OCO3)C(=O)[C@H](CC(=O)N1CCC(c3ccccc3)CC1)C2	x	19	-0.3	i	-1.6	x	-2	-7	-1
O=C(NCc1ccc2c(c1)OCO2)c1nn(-c2ccccc2)c(=O)c2ccccc12	8	21	0.6	i	-0.3	-2	-2	2	-1
Cn1c(C(=O)NC2CCCCC2)cc2sccc21	-6	0	-0.6	i	-0.1	-2	-3	0	-3
C#CCn1c(=NC(=O)c2sc3ccccc3c2Cl)sc2cc(S(N)(=O)=O)ccc21	3	-2	-0.1	i	4.4	-15	-5	-1	-5
COc1ccccc1N1CCN(c2nc(C)nc3c2oc2ccccc23)CC1	-11	21	-0.8	x	0.9	0	-5	-4	-4
CC(C)n1cnnc1SCC(=O)NNC(=O)COc1ccc(Cl)cc1	0	0	-0.3	i	-1.6	1	-6	-3	0
Cc1ccc(NC(=O)c2cc(=O)[nH]c3ccccc23)cc1C	6	-8	0.3	i	0.3	-2	2	-2	-3
O=C(CN1CCCC1c1cccs1)N1CCN(S(=O)(=O)c2ccccc2)CC1 (stereo not drawn)	-5	-4	0.3	i	0.3	2	8	0	-4
O=C(Cc1ccccc1)Nc1nc(-c2cccs2)cs1	-1	12	-0.3	i	-0.1	-4	-2	-1	-8
COc1ccc(-c2[nH]nc3oc(=O)c(CCO)c(C)c23)cc1	-9	-7	-1.1	i	2.2	5	-3	1	-9
O=C(O)/C=C/c1cn(-c2ccccc2)nc1-c1ccccc1	9	-2	-0.1	i	-0.3	0	-6	1	-2
O=C(/C=C/c1ccco1)Nc1ccccc1C(=O)Nc1cccc(C(=O)O)c1	4	-4	-0.6	i	3.6	-1	4	13	-5
O=C(Nc1ccc(S(=O)(=O)Nc2nccs2)cc1)c1ccc(N2C(=O)c3ccccc3C2=O)cc1	-106	-3	1.3	i	-0.3	-7	-48	67*	1
CC(C)N1CC(C(=O)Nc2ccc(S(=O)(=O)N3CCCCC3)cc2)CC1=O (stereo not drawn)	-13	-3	-1.2	i	-0.8	2	-6	2	-12
C[C@H]1CN([C@@H](C)CO)C(=O)CCCn2cc(nn2)CO[C@@H]1CN(C)C(=O)Nc1ccc(-c2cccs2)cc1	-4	2	-1.4	i	1.1	6	4	1	-8
c1ccc2sc(NC3=NCN(CCN4CCOCC4)CN3)nc2c1	12	-6	-0.5	i	-0.3	-2	-1	1	-4
CCC1=[N+](C)c2cccc3cccc(c23)N1C	-115	-6	-0.3	i	1.9	-4	-6	-9	-4
COc1ccccc1/C=C(/CC(=O)NCc1ccc2c(c1)OCO2)c1nc2ccccc2s1	-3	26	-0.9	i	3.5	2	-6	2	-12
O=C(N/N=C/c1ccc(OC(=O)c2ccco2)cc1)c1ccccn1	0	1	-0.5	i	2.0	4	4	5	-2

5 entries already listed, sorted by the number in CSN deneddyl inh, high to low:
SMILES	PABP1 MLLE inh	Neddylation inh	MsrA inh	Rin1-Abl PPI inh	E coli Lon inh	CSN deneddyl inh	MsrA act
O=C(/C=C/c1ccco1)Nc1ccccc1C(=O)Nc1cccc(C(=O)O)c1	4	i	3.6	-1	4	13	-5
O=C(N/N=C/c1ccc(OC(=O)c2ccco2)cc1)c1ccccn1	0	i	2.0	4	4	5	-2
COc1ccccc1/C=C(/CC(=O)NCc1ccc2c(c1)OCO2)c1nc2ccccc2s1	-3	i	3.5	2	-6	2	-12
O=C(O)/C=C/c1cn(-c2ccccc2)nc1-c1ccccc1	9	i	-0.3	0	-6	1	-2
CCC1=[N+](C)c2cccc3cccc(c23)N1C	-115	i	1.9	-4	-6	-9	-4

(further entries)
SMILES	PABP1 MLLE inh	FAS TE block	Tb MetRS inh	Neddylation inh	MsrA inh	Rin1-Abl PPI inh	E coli Lon inh	CSN deneddyl inh	MsrA act
CCc1nnc(/N=C/c2c(O)n(-c3ccc(Cl)cn3)c(=O)c3ccccc23)s1	-51	-10	-1.1	i	-1.0	-2	3	3	-7
CC(=O)O[C@]1(C(C)=O)CC[C@H]2[C@@H]3C=CC4=CC(=O)C=C[C@]4(C)[C@H]3CC[C@@]21C	2	-4	-0.6	i	1.3	0	-6	0	-5
COc1ccccc1-n1nc(C(=O)NCc2ccco2)c2ccccc2c1=O	-4	0	-1.1	i	0.1	-2	-7	1	-8
O=C(N1CCCC1)C12CCC3CC(CC(C3)C1)C2	1	-4	-1.9	i	-0.5	0	-7	4	-14
Cc1ccnc(NC(=O)c2ccccc2NC(=O)C(C)(C)C)c1	-1	-3	-0.7	i	0.8	-1	-7	2	-2
CCOC(=O)C1(Cc2cccc(F)c2)CCN(Cc2c(C)nn(CC)c2C)CC1	-3	-6	0.3	i	-1.0	1	2	0	-1
COc1ccc(CC(=O)N[C@@H](CCSC)c2nc3ccccc3[nH]2)cc1	-64	-3	1.1	i	0.5	-1	2	-11	-1
COc1ccc(/C=C/C(=O)NC(CCSC)C(=O)O)cc1 (stereo not drawn)	-9	-2	0.2	i	3.9	0	-5	-2	-5
CC1CCc2cc(F)ccc2N1S(=O)(=O)c1ccc(Cl)nc1 (stereo not drawn)	9	6	-0.9	i	0.5	0	14	1	-3
COC(=O)Nc1c(C)n(C)n(-c2ccccc2)c1=O	-6	-11	-1.1	i	-0.2	-5	-6	-4	-13

Record cards, from the list above. Screens in order: PABP1 MLLE inh	FAS TE block	Tb MetRS inh	Neddylation inh	MsrA inh	Rin1-Abl PPI inh	E coli Lon inh	CSN deneddyl inh	MsrA act
CCOC(=O)[C@]12CCCC=C1N(Cc1ccc3c(c1)OCO3)C(=O)[C@H](CC(=O)N1CCC(c3ccccc3)CC1)C2 is listed with x	19	-0.3	i	-1.6	x	-2	-7	-1
O=C(N1CCCC1)C12CCC3CC(CC(C3)C1)C2 is listed with 1	-4	-1.9	i	-0.5	0	-7	4	-14

Continued.
SMILES	PABP1 MLLE inh	FAS TE block	Tb MetRS inh	Neddylation inh	MsrA inh	Rin1-Abl PPI inh	E coli Lon inh	CSN deneddyl inh	MsrA act
CN(c1ccc(OCC(=O)Nc2ccc3[nH]c(=O)[nH]c3c2)cc1)S(=O)(=O)c1ccc(Cl)cc1	-1	6	-0.3	i	0.1	-4	-12	-4	-4
COc1cc(/C=C(\C#N)C(=O)Nc2ccccn2)ccc1O	-94	-5	-0.7	i	1.6	-2	-79	12	-1
CCC1(O)CC(C(=O)OC)=NN1C(=O)c1ccccc1 (stereo not drawn)	-6	-7	-2.0	i	1.3	3	-5	-2	-13
CS(=O)(=O)c1ccc2nc(NC(=O)c3ccc(N4CCCC4=O)cc3)sc2c1	6	-2	-0.7	i	1.0	-1	-3	-6	-7
O=C(O)c1ccc(-c2sc(Nc3ccccc3)n[n+]2-c2ccc(F)cc2)cc1	-55	-5	-0.2	i	x	3	-1	-6	-4
CN1CCN(NS(=O)(=O)c2cccs2)CC1	23	-10	-0.2	i	-1.2	-2	-2	0	2
COc1ccccc1C(=O)NNC(=O)CN(C)S(=O)(=O)c1ccc(Cl)cc1	20	-5	0.0	i	-0.7	3	-2	-4	-1
CC1=NN(C(N)=S)C(=O)C1N=Nc1ccccc1[N+](=O)[O-] (stereo not drawn)	4	-6	-0.2	i	0.8	-3	-3	2	-3
C=CCOc1ccc(CN(C)C(=O)CN2C(=O)c3ccccc3C2=O)cc1	4	2	-0.2	i	0.2	1	-5	1	2
NCCN1C(=O)S/C(=C\c2ccc3c(c2)OCO3)C1=O	20	-8	0.1	i	1.6	-3	7	3	-1
NS(=O)(=O)c1ccc(Nc2nc(-c3cccc([N+](=O)[O-])c3)cs2)cc1	-2	24	0.1	i	1.9	-2	11	11	-1
CC(NC(=O)C12CC3(C)CC(C)(CC(C)(C3)C1)C2)C(=O)O (stereo not drawn)	4	-3	-0.3	i	0.2	0	6	-9	-4
O=C(CN1CCN(c2cccc(C(F)(F)F)c2)CC1)NCc1ccccc1	-6	14	-1.6	i	0.5	-2	7	3	-7
O=C(O)CSc1nnc(CNc2ccc(F)cc2)n1-c1ccccc1	-32	-5	0.6	i	0.6	2	9	3	-1
CCSc1nc(-c2ccc(OC)cc2)ccc1C#N	-1	30	-0.3	i	0.8	-4	-2	-1	-2
COc1ccc(CNC(=O)CN2C(=O)NC3(CCCc4sccc43)C2=O)cc1 (stereo not drawn)	-1	-6	0.0	i	1.0	2	-5	0	-2
CCOC(=O)NNC1CC(=O)N(c2ccccc2)C1=O (stereo not drawn)	-2	-18	-1.4	i	-0.7	-2	2	-14	-7
Cc1cc(NS(=O)(=O)c2ccc(NC(=O)Cc3ccc([N+](=O)[O-])cc3)cc2)no1	-1	-5	0.7	i	-0.5	4	-4	-2	1
Cn1nnc(NC(=S)NC(=O)c2ccc3ccccc3c2)n1	49*	-7	0.1	i	-0.8	-9	-13	1	1
COC(=O)C1=C(C)NC(C)=C(C(=O)OC)C1C(=O)OCC(=O)N1CCCCC1C (stereo not drawn)	4	-4	-0.8	i	1.0	2	-2	1	-10
COc1ccc(C(C)C)cc1-c1cccc2nncn12	-6	-11	0.1	+	0.2	0	-3	-2	-1
COc1cc(OC)c(C(=O)OCN2C(=O)c3ccccc3C2=O)cc1OC	-3	-2	-0.4	i	-0.5	-1	-1	3	-3
COc1cc(/C=N/n2c(-c3ccccc3)n[nH]c2=S)cc(OC)c1OC	-21	-1	-0.7	i	0.1	-1	5	2	-6
Cc1ccc(NC(=S)N(Cc2ccccc2)Cc2cccs2)c(C)c1	-15	6	-0.5	i	0.1	-4	-2	-2	-2
Cc1ccc(NC(=O)COC(=O)c2cc(=O)c3cc(F)ccc3o2)cc1	12	-2	-0.4	i	0.2	-3	-2	-3	-1
CCOC(=O)C(C(=O)OCC)C1CCS(=O)(=O)C1 (stereo not drawn)	5	-6	-0.9	i	-0.4	-1	-5	3	-11
CCC(C)Sc1ccc([C@@H]2[C@H]3C(=O)N(C)C(=O)[C@H]3[C@]3(C(=O)OC)CCCN23)cc1 (stereo partly drawn)	27	-2	-0.4	i	-0.8	0	4	-3	-10
CCCn1nnc(NC(=S)NC(=O)C(C)(C)C)n1	32	-3	-0.3	i	-0.1	0	1	-8	2
C=CCOc1c(Cl)cc(CNc2nccs2)cc1OC	16	-2	-0.5	i	-1.9	-3	-1	-8	0
CC1CC(C)CN(C(=O)COC(=O)c2cc([N+](=O)[O-])ccc2N2CCOCC2)C1 (stereo not drawn)	-5	83*	-0.5	i	2.3	-4	5	1	-4

Rows were taken by chance. About 4% of those tested had a hit in this group.
